Compound activity from PubChem.
MCL1 BIM primary = inhibitors of human MCL1 binding to BIM-BH3 peptide; Q07820; GST-MCL1 / FITC-Bim-BH3 fluorescence polarization; AID 2057; hit rate 0.68% among 320,000; inhibition, % at 10.9 µM;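 active = inhibition above the mean inhibition of all tested compounds plus 3 SD, set per campaign, cut at about 40% in these data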;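 also: 0% = DMSO wells and 100% = unlabeled Bim-BH3 peptide control; higher means more loss of mP so more displacement of Bim peptide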
GLD-1 RNA inh = GLD-1-TGE RNA interaction inhibition (C. elegans). Q17339. purified GLD-1 + fluorescein TGE RNA, fluorescence polarization. inhibition, % at 5.96 µM. hit rate 0.44% among 320,000;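 active = percent inhibition above a per-plate cutoff, the plate mean of test compounds plus 3 SD, cut at about 30% in these data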;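 also: 0% = DMSO wells with GLD-1 and probe and 100% = wells lacking GLD-1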
Target sequence (Q17339 whole entry, looked up): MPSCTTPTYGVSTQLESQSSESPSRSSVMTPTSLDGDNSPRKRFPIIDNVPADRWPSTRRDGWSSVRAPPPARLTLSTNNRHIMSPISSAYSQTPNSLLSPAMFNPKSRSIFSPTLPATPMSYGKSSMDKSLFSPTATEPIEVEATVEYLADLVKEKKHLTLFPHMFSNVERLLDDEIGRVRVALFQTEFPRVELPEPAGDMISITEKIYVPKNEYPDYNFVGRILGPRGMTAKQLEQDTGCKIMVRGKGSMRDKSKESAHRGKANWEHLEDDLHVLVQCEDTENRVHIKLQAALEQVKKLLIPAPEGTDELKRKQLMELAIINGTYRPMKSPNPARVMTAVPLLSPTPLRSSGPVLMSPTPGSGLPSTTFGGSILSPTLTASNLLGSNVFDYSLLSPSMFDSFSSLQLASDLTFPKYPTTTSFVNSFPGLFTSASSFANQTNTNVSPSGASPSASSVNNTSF
Fam108B counter = blocks mouse Fam108B hydrolase in RBBP9 counter-screen. inhibition, % at 9.51 µM. hit rate 0.33% among 300,000. recombinant Fam108B, FP-Rh probe fluorescence polarization;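 active = inhibition above the screen mean inhibition plus 3 SD, computed separately per campaign, cut at about 18% in these data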;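 also: inhibitors lower polarization as less probe binds the enzyme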
VLA-4 inh = inhibition in a human VLA-4 binding assay; inhibition, % (about 7 µM as worked out from the volumes in the protocol); AID 2557; hit rate 0.2% among 330,000; VLA-4 expressing cells, ligand binding flow cytometry; in the data active = inhibition above about 50%
MEX-5 binding = C. elegans MEX-5 TCR-2 RNA binding activity; MEX-5/FITC-TCR2 RNA binding, fluorescence polarization; hits give low values; AID 1832; hit rate 0.38% among 300,000; Q9XUB2; activity score (negative = inhibition of binding), % at 10 µM;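 active = inhibition past about -25% in most replicates, and total fluorescence under double the plate's negative control median, limit read from the data; inconclusive = replicates evenly split on the limit, or fluorescence at least double controls; inactive = too little inhibition in most replicates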;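 also: 0% = DMSO and -100% = 5 µM competing unlabeled TCR2 RNA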
Target sequence (Q9XUB2 whole entry, looked up): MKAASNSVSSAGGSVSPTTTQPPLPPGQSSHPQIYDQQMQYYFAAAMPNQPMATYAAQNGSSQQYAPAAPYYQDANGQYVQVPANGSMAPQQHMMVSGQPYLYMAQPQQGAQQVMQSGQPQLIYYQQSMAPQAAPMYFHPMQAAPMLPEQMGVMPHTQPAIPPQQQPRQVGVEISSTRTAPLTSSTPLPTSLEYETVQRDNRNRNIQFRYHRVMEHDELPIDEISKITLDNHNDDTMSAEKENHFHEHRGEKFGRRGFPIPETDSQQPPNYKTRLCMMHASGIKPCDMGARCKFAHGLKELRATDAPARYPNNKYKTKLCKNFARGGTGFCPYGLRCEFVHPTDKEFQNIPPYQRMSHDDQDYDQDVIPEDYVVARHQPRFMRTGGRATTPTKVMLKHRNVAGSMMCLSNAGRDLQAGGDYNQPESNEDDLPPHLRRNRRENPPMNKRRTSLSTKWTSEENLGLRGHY
AGP1-GFP MLPCN = modulators of TOR pathway AGP1-GFP in S. cerevisiae; S. cerevisiae AGP1-GFP multiplex flow cytometry, 3 h; GFP as percent of DMSO wells; GFP response vs DMSO, % at 10 µM; hit rate 0.02% among 320,000;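 active = GFP response relative to DMSO above a set limit, near screen average plus 3 SD, cut at about 150% in these data; inconclusive = fewer than 70 cells counted for the yeast strain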;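 also: median GFP channel fluorescence of the gated AGP1 strain per well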
GRK2 inh = human GRK2 inhibition via aptamer displacement; AID 488847; inhibition of aptamer binding, % at 10 µM; bead flow cytometry, FAM-aptamer displacement from GRK2; hit rate 0.59% among 330,000; P25098;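 active = inhibition of aptamer binding above 40%, roughly 3 SD of noise, on plates passing a quality check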;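 also: median bead fluorescence of bound FAM aptamer so fluorescent compounds give negative values; no value below 0 was filed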
BCLXL inh = inhibitors of human Bcl-xL | Q07817 | GST-Bcl-xL / FITC-Bim BH3 peptide fluorescence polarization | inhibition, % at 10.9 µM | hit rate 0.7% among 320,000;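 active = inhibition above the mean of all tested compounds plus 3 SD, cutoff set per campaign, cut at about 30% in these data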;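 also: 0% = DMSO wells and 100% = unlabeled Bim-BH3 peptide competitor; inhibitors lower millipolarization by displacing the labeled peptide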
CIT2 TOR yeast = yeast TOR pathway CIT2-GFP modulation | hit rate 0.065% among 320,000 | GFP response vs DMSO, % at 10 µM | S. cerevisiae CIT2-GFP strain, flow cytometry, 3 h; 100 means same as DMSO wells;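 active = GFP response relative to DMSO above a set limit, near the screen mean plus 3 SD, cut at about 150% in these data; inconclusive = Fewer than 70 cells measured for a yeast strain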;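 also: ratio of well median GFP fluorescence to mean of DMSO wells on the plate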
Active calls of the source: *; u = inconclusive; x = not tested or not shown.

structure | Fam108B counter | GLD-1 RNA inh | MCL1 BIM primary | VLA-4 inh | AGP1-GFP MLPCN | BCLXL inh | GRK2 inh | MEX-5 binding | CIT2 TOR yeast
CC1CC(C)CN(C(=O)CCC(=O)Nc2nnc(C(C)C)s2)C1 (centres undefined) | -2 | -1 | 1 | 3 | 101 | 3 | 1 | 2.3 | 103
Cn1c(SCC(=O)N2CCCc3ccccc32)nnc1-c1ccccc1 | 0 | -4 | 1 | -4 | 84 | 4 | 1 | 0.3 | 80
Cc1ccsc1/C=N\NC(=O)CC(=O)NCc1ccccc1 | 6 | 0 | 1 | -17 | 108 | 2 | 3 | -0.5 | 104
CC(C)(C)c1ccc(C(=O)O)c(C(=O)c2ccccc2)c1 | -1 | 1 | 2 | -12 | 94 | 2 | 0 | -0.1 | 76
Cc1ccc(S(=O)(=O)N(C)c2ccc(OC(=O)CN3C(=O)NC4(CCCC4)C3=O)cc2)cc1C | 1 | 9 | 1 | 1 | 95 | 1 | 0 | -1.9 | 88
CC1CCN(C(=O)CSc2nc3[nH]ncc3c(=O)[nH]2)CC1 | 3 | -3 | 1 | 2 | 92 | -3 | 0 | 2.3 | 92
COc1ccc(C(=O)NC2(C(F)(F)F)N=C3SCCN3C2=O)cc1 (centres undefined) | 0 | 5 | 7 | 6 | 109 | 4 | 0 | 2.1 | 100
CCn1c(C(=O)NC2CCC(C)CC2)cc2sccc21 (centres undefined) | 2 | 0 | 8 | 16 | 101 | -3 | 1 | 0.1 | 100
O=C(Nc1cc2c(ccc3ccccc32)oc1=O)C1CCCCC1 | -3 | 8 | 36 | 9 | 98 | 6 | 3 | 0.6 | 96
Cc1ccc(COc2coc(CO)cc2=O)cc1 | 4 | 0 | 4 | 3 | 99 | 4 | 0 | -0.8 | 95
CCOC(=O)Nc1ccc2c(c1)N(C(=O)CCCl)c1ccccc1[S@]2=O | -2 | -2 | -6 | 8 | 97 | -3 | 6 | 0.5 | 102
Cc1ccc2c(c1)NC(=O)C(CC(=O)Nc1ccc(CN3CCC(C)CC3)cc1)O2 (centres undefined) | 2 | 5 | 0 | 8 | 99 | -3 | 0 | -1.6 | 96
COCCN(C(=O)C(F)(F)F)C(C(=O)NC1CCCCC1)c1ccco1 (centres undefined) | 0 | 1 | 12 | -8 | 110 | 8 | 0 | 0.9 | 109
COc1cc(OC)cc(-c2n[nH]c(=S)n2-c2ccc3c(c2)OCCO3)c1 | -2 | -1 | -16 | -6 | 103 | -14 | 2 | -1.5 | 103
Cc1cc(Br)ccc1NC(=O)C1CCN(S(=O)(=O)c2cnc[nH]2)CC1 | -1 | -2 | -7 | 30 | 95 | 2 | 0 | 1.2 | 98
CC(O)CN1CCN(C(=O)CN2C(=O)NC(c3ccccc3)(c3ccccc3)C2=O)CC1 (centres undefined) | 2 | 8 | -2 | 26 | 104 | -3 | 0 | 1.8 | 109
COc1cc(Cl)ccc1OCc1cc(C(=O)NCCCN2CCCC2=O)no1 | 2 | -2 | 4 | -4 | 88 | 1 | 1 | -2.6 | 97
C[n+]1ccn(CC(=O)c2ccc(Cl)cc2)c1 | 1 | 1 | 1 | 14 | 93 | -3 | 0 | -1.6 | 96
CC1CCN(C(=O)Cn2nnc(-c3ccc(C(C)C)cc3)n2)CC1 | x | x | x | 3 | 102 | x | 1 | 1.1 | 101
CC(C)C(=O)NC(=S)Nc1ccc(S(=O)(=O)NC(C)(C)C)cc1 | 2 | 8 | 4 | -1 | 84 | 2 | 0 | -2.4 | 86
CC(C)CC(=O)NC(=S)NCc1ccccc1 | -3 | -4 | -4 | -10 | 108 | 1 | 7 | -2.8 | 93
CCOc1ccc(N(CC(=O)NCCSc2ccccn2)S(=O)(=O)c2ccc(Cl)cc2)cc1 | 1 | 6 | 4 | 2 | 95 | 3 | 0 | 2.1 | 89
CCN(CC)S(=O)(=O)c1cc(NC(=O)c2ccc(Br)s2)ccc1C | -25 | 4 | 3 | -5 | 104 | 0 | 0 | -1.2 | 107
O=C(NCc1cccnc1)c1ccc(NS(=O)(=O)c2ccc(F)cc2)cc1 | -2 | 1 | 3 | 0 | 97 | 2 | 6 | -1.9 | 90
CNCC[C@@H](Oc1ccccc1C)c1ccccc1 | 0 | -1 | 5 | -28 | 100 | 4 | 0 | 1.7 | 100
COc1cc(C(=O)Nc2ccc3c(c2)Cc2cc(NC(=O)c4cc(OC)c(OC)c(OC)c4)ccc2-3)cc(OC)c1OC | 12 | 2 | -14 | -12 | 97 | 0 | 2 | 0.5 | 92
COc1cc2ccc(=O)oc2c(O)c1OCC=C(C)C | -2 | 0 | 12 | 39 | 85 | 7 | 1 | -2.9 | 87
N#Cc1ccc(NC(=O)N2CCC(c3nc4c(nnn4Cc4cccc(Cl)c4)c(=O)[nH]3)CC2)cc1 | -5 | 2 | 0 | 18 | 98 | 1 | 4 | -0.7 | 99
COc1ccc(C)cc1NC(=O)CN(C)S(=O)(=O)c1cccs1 | -3 | -4 | 7 | 24 | 99 | 2 | 4 | 1.0 | 95
O=C(Nc1cccc(F)c1)c1cc(S(=O)(=O)NCCC2=CCCCC2)ccc1F | -16 | 4 | -3 | 11 | 92 | 3 | 0 | 0.2 | 93
COc1cccc(N(C(=O)C2CSC(=O)C2)C(C(=O)NC(C)(C)C)c2ccncc2)c1 (centres undefined) | 2 | 3 | 2 | -2 | u | 7 | 0 | 1.4 | 94
CCCc1ccc(-c2cc(N)n[nH]2)cc1 | 5 | 6 | 7 | 42 | 99 | 8 | 0 | -0.6 | 105
O=C1N(CN2CCOCC2)c2ccccc2C12OCC(CCl)O2 (centres undefined) | -4 | -11 | 2 | 3 | 95 | 9 | 8 | 0.6 | 95
Cc1cnc(NC(=O)c2cncc(Br)c2)s1 | 1 | 8 | 5 | 1 | 102 | 3 | 12 | -0.8 | 108
CC(C)=NNc1nc2c(c(=O)[nH]c(=O)n2C)n1CCc1ccccc1 | -1 | -1 | 4 | 0 | 101 | 0 | 2 | -3.4 | 87
CCOC(=O)C1NN=C(C(=O)c2ccccc2)C1c1ccccc1 (centres undefined) | -1 | 3 | 10 | -9 | 105 | 4 | 0 | -3.4 | 97
Cc1cc(C)n(C(C)Sc2ccccc2)n1 (centres undefined) | 7 | 9 | 5 | -6 | 105 | 5 | 1 | 1.9 | 94
COc1cccc(-n2c(CN3CCN(Cc4ccccc4)CC3)nc3ccc([N+](=O)[O-])cc3c2=O)c1 | 2 | 3 | -5 | 17 | 101 | -1 | 6 | 0.0 | 100
Cc1ccc(NC(=O)C(C)NC(=O)OCc2ccccc2)cc1C (centres undefined) | -7 | 6 | 8 | 29 | 110 | 5 | 0 | 3.4 | 99
Cn1nc(OC(=O)Nc2ccc(Cl)cc2)cc1C(F)(F)F | -1 | -5 | 0 | 4 | 92 | 1 | 0 | 2.7 | 88
Cc1ccc2[nH]c(-c3cccc(F)c3)cc(=O)c2c1 | -1 | 3 | 13 | -6 | 88 | 7 | 3 | -2.0 | 92
COc1ccccc1C(=O)Nc1ccc(NC(=O)C2CCCCC2)nc1 | -1 | 1 | 3 | 7 | 97 | 7 | 0 | 1.9 | 100
Cc1[nH]c2ccc(C(=O)OCC(=O)NC3(C#N)CCCCC3)cc2c1C | -5 | 7 | -4 | 6 | 103 | 1 | 1 | 1.9 | 106
O=C(O)CC/C(=N\Nc1ccccc1[N+](=O)[O-])c1cccs1 | 2 | -3 | 10 | -16 | 94 | 7 | 3 | -2.6 | 94
CCOC(=O)/C(C#N)=C\C1=C(N2CCCC2)CC(C)(C)OC1 | -4 | -2 | 6 | 7 | 104 | 6 | 5 | -2.3 | 102
COc1ccc(-n2nc(C(=O)NCC(=O)N(C)Cc3ccccc3)c3ccccc3c2=O)cc1 | 2 | -3 | 13 | 10 | 100 | 11 | 0 | 2.5 | 99
O=C(CSc1nnc(-c2ccccc2)o1)Nn1cnnc1 | 3 | 4 | -2 | 4 | 106 | 2 | 0 | -2.8 | 113
O=C(O)c1cccc(NC(=S)NC(NC(=O)c2cccc([N+](=O)[O-])c2)C(Cl)(Cl)Cl)c1 (centres undefined) | -2 | 4 | 3 | 0 | 107 | 11 | 0 | 2.0 | 91
O=C(Nc1ccnn1C1CCN(C/C=C/c2ccccc2)CC1)c1ccccc1Cl | -1 | -6 | 7 | -18 | 93 | 2 | 0 | 0.1 | 95
CCC(CC)C(=O)c1c[nH]c(C(=O)NCC2CCCO2)c1 (centres undefined) | -1 | 0 | 0 | -10 | 96 | 7 | 0 | 1.5 | 97
O=C(c1ccc(OC2CCN(Cc3ccccc3C(F)(F)F)CC2)cc1)N1CCCCC1 | -1 | 5 | 1 | -11 | 99 | 5 | 1 | -2.5 | 96
Brc1ccc(C2=Nn3c(Cn4nnc5ccccc54)nnc3SC2)cc1 | -2 | -6 | 9 | -3 | 102 | 3 | 0 | -1.6 | 96
Oc1ccc(Nc2ncnc3c2oc2ccccc23)cc1 | 13 | -4 | 6 | 24 | 103 | 1 | 0 | -0.7 | 89
CCOC(=O)c1ccccc1NC1CC(=O)N(c2ccccc2C)C1=O (centres undefined) | -4 | 4 | -1 | -18 | 102 | 5 | 1 | 0.1 | 101
COCCN(C(=O)CSc1nnc(C)n1Cc1ccccc1)c1c(N)n(Cc2ccccc2)c(=O)[nH]c1=O | -3 | -4 | -22 | -2 | 103 | -15 | 0 | -0.5 | 94
COc1ccc(CCNC(=O)CN2C(=O)c3ccccc3C2=O)cc1 | 1 | -1 | 5 | 45 | 104 | 5 | 0 | -2.2 | 93
COC(=O)C(NS(=O)(=O)c1cccc(S(=O)(=O)NC(C(=O)OC)c2ccccc2)c1)c1ccccc1 (centres undefined) | 2 | 8 | 11 | -4 | 80 | 6 | 6 | 2.2 | 72
COCCSc1ccccc1C(=O)Nc1cc(C)cc(C)c1 | -1 | -2 | 1 | 3 | 87 | 4 | 0 | 0.8 | 104
CCOC(=O)N1CCN(CC(=O)Nc2nc3ccc(OC)cc3s2)CC1 | -3 | 1 | 10 | 10 | 97 | 0 | 1 | 3.4 | 97
CCc1oc2c(C)c(O)ccc2c(=O)c1-c1ccc2ccccc2n1 | -1 | 3 | 5 | 3 | 95 | 6 | 0 | 0.3 | 95

Remaining list, next part:
structure | Fam108B counter | GLD-1 RNA inh | MCL1 BIM primary | VLA-4 inh | AGP1-GFP MLPCN | BCLXL inh | GRK2 inh | MEX-5 binding | CIT2 TOR yeast
Cc1ccc(-n2c(CNc3ccc(F)cc3)nnc2SCC(=O)N2CCOCC2)cc1 | 4 | 0 | 5 | 14 | 100 | 5 | 1 | -0.7 | 97
CCOCCOC(=O)c1cccc(NC(=O)OCC)c1 | 1 | 3 | 0 | 10 | 104 | -3 | 0 | 1.4 | 95
CCn1nnc(-c2ccccc2NS(=O)(=O)c2ccc(S(=O)(=O)N3CCCCCC3)cc2)n1 | 1 | 3 | 8 | 32 | 99 | 4 | 1 | -0.4 | 91
O=C(Cn1nnc2ccccc2c1=O)N1CCOCC1 | -1 | 2 | -5 | 11 | 103 | -7 | 0 | 0.6 | 106

Not a hit list; 2.2% or so of the library scored in one or more.
